Pf growth 96h = inhibits malaria parasite growth, 96 h | P. falciparum luciferase reporter growth, 96 h | Potency, µM (series often up to 28.7 µM), for inactives: at the top dose activity change, negative = inhibition, hits mostly inhibitors | 320,000 tested, 6.9% active | AID 504834; also: potency is read from the fitted curve at half-maximal effect; % is scaled to controls: 0 for no effect and ±100 for the full control effect
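Two-generation exposure (96 h) targets delayed-death phenotype. Reporter parasites carrying integrated firefly luciferase, in red cells at 2% hematocrit and 0.05% parasitemia final, kept at 37 C, 5% CO2; luminescence loss indicates inhibition.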
Pf growth 48h = P. falciparum growth inhibition at 48 hours (one generation); AID 504832; Potency, µM (series often up to 28.7 µM), for inactives: at the top dose activity change, negative = inhibition, usual class: inhibitors; P. falciparum luciferase growth in erythrocytes, 48 h; 310,000 tested, 5.9% active; also: potency is read from the fitted curve at half-maximal effect; % is scaled to controls: 0 for no effect and ±100 for the full control effect
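In quantitative HTS format, infected erythrocytes bearing luciferase-reporter parasites were treated for a single generation at 37 C. Luminescence after adding detection reagent served as the growth measure.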
HCV inhibitor = inhibitors of hepatitis C virus infection; 340,000 tested, 3.4% active; Huh7.5.1 HCVcc-Cre infection, luciferase reporter, 44 h; Potency, µM (doses to about 41.8 µM), for inactives: at the top dose activity change, negative = inhibition, hits mostly inhibitors; AID 651820; also: potency is read from the fitted curve at half-maximal effect; % is scaled to controls: 0 for no effect and ±100 for the full control effect
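Whole-lifecycle infectious HCVcc-Cre system; cells 1,000/well, compound then virus (~0.5 moi) added 4 h after plating, 44 h culture. Luciferase read 15 sec following 15 min substrate incubation, room temp.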
Tb PYK inh = inhibitors of Trypanosoma brucei pyruvate kinase. Q57TT1. 410,000 tested, 0.12% active. Potency, µM (doses to about 76.8 µM), inactives show at the highest dose activity, negative = inhibition, actives largely listed as inhibitors. TbPYK enzyme, Kinase-Glo Plus ATP luminescence, 45 min; also: potency is read from the fitted curve at half-maximal effect; % is scaled to controls: 0 for no effect and ±100 for the full control effect; nearly all actives have a fitted effect of over 50% in size
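Activity of T. brucei pyruvate kinase was followed by Kinase-Glo Plus luminescence after the enzyme reacted 45 min at room temperature with 130 uM ADP (final) and substrate. Test compounds were added before ADP at multiple concentrations.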
LmPK inh = LmPK (Leishmania mexicana) enzyme inhibition. Q27686. purified LmPK, Kinase-Glo ATP luminescence, 1 h. Potency, µM (highest dose often 57.5 µM), for inactives: at the top dose activity change, negative = inhibition, usual class: inhibitors. 290,000 tested, 0.37% active. AID 1721; also: potency is read from the fitted curve at half-maximal effect; % is scaled to controls: 0 for no effect and ±100 for the full control effect
Target sequence (Q27686 whole entry, looked up): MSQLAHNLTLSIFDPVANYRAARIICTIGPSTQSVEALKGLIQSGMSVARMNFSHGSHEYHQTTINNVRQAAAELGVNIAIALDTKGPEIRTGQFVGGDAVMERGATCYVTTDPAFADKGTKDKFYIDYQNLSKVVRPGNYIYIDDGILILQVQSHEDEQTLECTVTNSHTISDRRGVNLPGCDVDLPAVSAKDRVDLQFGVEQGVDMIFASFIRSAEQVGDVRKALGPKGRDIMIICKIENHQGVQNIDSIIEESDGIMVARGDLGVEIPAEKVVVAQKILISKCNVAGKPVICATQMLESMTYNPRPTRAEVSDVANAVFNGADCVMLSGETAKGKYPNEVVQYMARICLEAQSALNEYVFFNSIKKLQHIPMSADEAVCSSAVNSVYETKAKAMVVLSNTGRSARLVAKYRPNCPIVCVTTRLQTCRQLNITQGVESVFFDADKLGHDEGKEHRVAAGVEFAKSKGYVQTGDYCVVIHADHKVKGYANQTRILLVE
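0.1 nM LmPK, 0.5 mM PEP, 0.1 mM ADP; 50 mM imidazole pH 7.2, 7 mM MgCl2, 50 mM KCl; 1 h RT. Kinase-Glo luminescence readout, normalized to no-enzyme (full inhibition) and uninhibited wells.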
CHX counter = counter-screen hit for Shiga toxin inhibitors, cycloheximide. cell reporter, cycloheximide protein synthesis inhibition counterscreen. 300,000 tested, 12% active. AID 2314. max response, %; in the data active = max response mostly above about 13%, no sharp cut-off; inactive = mostly below about 14%; also: read at 38.3 µM for the half of the compounds with a filed dose; 0% is about no effect
Shiga inhibitor = blocks Shiga toxin action in Vero cells | AID 2315 | 290,000 tested, 9.2% active | inhibition, % at 38.7 µM | Vero cells, Shiga toxin protein synthesis inhibition reporter; in the data active = inhibition mostly above about 28%, no sharp cut-off; inactive = mostly below about 43%; also: 0% is about no effect
Starred values were filed as active, the others as inactive; [ ] = dose if it differs, or a comment. Unless noted, calls follow the shape of the dose curve; as a rule, active = well fitted curve in the direction sought with a large enough effect; inconclusive = small, poorly fitted or top-dose-only effect, or another doubt; inactive = no such curve, though single readings can be large; an effect the other way counts as inactive or inconclusive.

Screening Cc1ccc(SCc2nc(-c3ccccn3)no2)cc1 returned Pf growth 96h -3.2%, Pf growth 48h 139.3%[activator], HCV inhibitor -8.4%, Tb PYK inh 2.5%, LmPK inh 0.6%, CHX counter 25.0* and Shiga inhibitor 69.2*.
COc1ccc(S(=O)(=O)NCc2csc(C)n2)cc1OC was read as Pf growth 96h -23.3%, Pf growth 48h 16.9%, HCV inhibitor 18.6%, Tb PYK inh 14.2%, LmPK inh -4.7%, CHX counter -2.2 and Shiga inhibitor -6.0.
COc1cccc2sc(N(CCCN(C)C)C(=O)c3sc4ccccc4c3Cl)nc12 was read as Pf growth 96h inconclusive, Pf growth 48h 6.6%, HCV inhibitor inconclusive, Tb PYK inh 9.5%, LmPK inh 4.3%, CHX counter -8.5 and Shiga inhibitor -19.7.
Screening CCc1nnc(NC(=O)CCC(=O)NCCc2ccccc2)s1 returned Pf growth 96h 26.5%, Pf growth 48h 15.0%, HCV inhibitor 0.6%, Tb PYK inh 3.7%, LmPK inh 5.8%, CHX counter -5.5 and Shiga inhibitor -5.5.
Screening O=C(Nc1ccc(N2CCN(C(=O)c3ccc(Cl)cc3)CC2)cc1)c1ccc([N+](=O)[O-])o1 returned Pf growth 96h inconclusive, Pf growth 48h 3.29µM*, HCV inhibitor 10µM*, Tb PYK inh -16.3%, LmPK inh -2.7%, CHX counter 5.9 and Shiga inhibitor 10.5.
Screening Cc1ccc(C2/C(=C(/O)c3ccc(OC(C)C)cc3)C(=O)C(=O)N2CCN2CCOCC2)cc1 (configuration not stated) returned Pf growth 48h 0.0%, HCV inhibitor -5.6%, Tb PYK inh -10.3%, LmPK inh 1.2%, CHX counter 1.7 and Shiga inhibitor -18.3.
COc1ccc(-c2[nH]c3ccccc3c2SCCNC(=O)c2cc3ccccc3oc2=O)cc1 was read as Pf growth 96h 9.28µM*, Pf growth 48h -18.5%, HCV inhibitor 4.9%[8.37 µM], Tb PYK inh -15.0%, LmPK inh 0.4%, CHX counter -2.4 and Shiga inhibitor -12.1.
COc1cc(NC(=O)c2cccc([N+](=O)[O-])c2)ccc1NC(=O)c1ccco1 was read as Pf growth 96h 43.7%[activator], Pf growth 48h inconclusive, HCV inhibitor inconclusive, Tb PYK inh 2.5%, LmPK inh 11.5%, CHX counter 23.3 and Shiga inhibitor 19.2.
Screening Cc1cc(OCC(=O)N2CCN(c3ncccn3)CC2)ccc1Cl returned Pf growth 96h 35.5%[activator], Pf growth 48h inconclusive, HCV inhibitor 4.9%, Tb PYK inh 0.2%, LmPK inh 5.2%, CHX counter -3.0 and Shiga inhibitor -7.5.
Screening CCNc1nc(-c2cc(C)n(Cc3ccco3)c2C)cs1 returned Pf growth 96h inconclusive, Pf growth 48h -53.7%, HCV inhibitor inconclusive, Tb PYK inh -7.6%, LmPK inh 16.4%, CHX counter 53.1* and Shiga inhibitor 103.9*.
For CCCN(CCC)CCNC(=O)C1(O)c2ccccc2NC(=O)N1c1cccc(OC)c1 (configuration not stated) the results were Pf growth 96h -14.6%, Pf growth 48h 16.3%[0.00184 µM], HCV inhibitor 11.7%, Tb PYK inh -4.6%, LmPK inh 0.2%, CHX counter -3.1 and Shiga inhibitor -6.5.
`COc1ccc(CCNC(=O)c2ccc3nc(-c4ccco4)c(-c4ccco4)nc3c2)cc1OC` gave Pf growth 48h inconclusive, HCV inhibitor 2.82µM*, Tb PYK inh inconclusive, LmPK inh 7.7%, CHX counter 6.0 and Shiga inhibitor -16.5.
For Cc1cccc(NC(=O)c2nc[nH]c2C(=O)N[C@@H](C)c2ccccc2)c1 the results were Pf growth 96h inconclusive, Pf growth 48h inconclusive, HCV inhibitor inconclusive and Tb PYK inh 1.7%.
O=C(Oc1c(CN2CCOCC2)cc(Cl)c2cccnc12)c1ccc(F)cc1 was read as Pf growth 96h 7.3%, Pf growth 48h 4.65µM*, HCV inhibitor 10µM*, Tb PYK inh -6.0%, LmPK inh -0.6%, CHX counter 30.1* and Shiga inhibitor 38.4.
`O=C(NCCCN1CCOCC1)c1ccc(Sc2ccc(F)cc2)c([N+](=O)[O-])c1` gave Pf growth 96h 0.0%, Pf growth 48h 5.3%, HCV inhibitor inconclusive, Tb PYK inh 2.1%, LmPK inh -2.0%, CHX counter -3.8 and Shiga inhibitor -4.8.
Screening O=C(CSc1nnc(-c2cccc(S(=O)(=O)N3CCCC3)c2)n1-c1ccccc1)Nc1cccc(C(=O)O)c1 returned Pf growth 96h 15.7%, Pf growth 48h 14.4%, HCV inhibitor 7.8%, Tb PYK inh -5.1%, LmPK inh -2.5%, CHX counter 0.6 and Shiga inhibitor -9.0.
`O=C(NC1CCCCC1)C(c1ccncc1)N(C(=O)c1csnn1)c1ccc(F)cc1` (configuration not stated) gave Pf growth 96h 13.6%, Pf growth 48h -10.2%, HCV inhibitor 25.4%, Tb PYK inh -11.7%, LmPK inh 2.0%, CHX counter -1.0 and Shiga inhibitor 3.9.
Screening CC(C)/C=C1\CC/C(=C\c2ccc(N(C)C)cc2)C1=O returned Pf growth 96h 42.3%[activator], Pf growth 48h 85.8%[activator], HCV inhibitor inconclusive, Tb PYK inh -2.2%, LmPK inh -4.0%, CHX counter 35.5* and Shiga inhibitor 77.1*.
CCN(CC)S(=O)(=O)c1ccc(Br)c(OC)c1 was read as Pf growth 96h 10.5%[5.75 µM], Pf growth 48h -11.8%, HCV inhibitor inconclusive, Tb PYK inh 5.4%, LmPK inh 1.4%, CHX counter -3.3 and Shiga inhibitor -2.3.
CCS(=O)(=O)Nc1cccc(C2=NN(S(C)(=O)=O)C(c3ccccc3)C2)c1 (configuration not stated) was read as Pf growth 96h 38.0%, Pf growth 48h 10.0%, HCV inhibitor -6.1%, Tb PYK inh -3.8%, LmPK inh -4.6%, CHX counter 17.1 and Shiga inhibitor 2.8.
O=C(CSc1nnc(-c2ccncc2)n1-c1ccccc1)NC1CC1 was read as Pf growth 96h -5.7%, Pf growth 48h 9.0%, HCV inhibitor -15.8%, Tb PYK inh 7.6%, LmPK inh -6.2%, CHX counter -0.2 and Shiga inhibitor -12.3.
COc1cc(C(=O)N2CCN(c3cc(Cl)ccc3Cl)CC2)cc(OC)c1OC was read as Pf growth 96h inconclusive, Pf growth 48h 2.5%, HCV inhibitor inconclusive, Tb PYK inh -2.1%, LmPK inh 4.1%, CHX counter -6.7 and Shiga inhibitor -14.2.
`CCOC(=O)C1CCN(C(=O)COC(=O)Cc2ccc(Cl)cc2)CC1` gave Pf growth 96h 0.0%, HCV inhibitor 16.1%, Tb PYK inh -4.0%, LmPK inh -4.8%, CHX counter -0.7 and Shiga inhibitor -1.8.
Screening Cc1sc(NC(=O)Nc2ccccc2)c(C(N)=O)c1C returned Pf growth 96h -28.1%, Pf growth 48h 86.3%[activator], HCV inhibitor 1.8%, Tb PYK inh -21.2%, LmPK inh -4.0%, CHX counter 43.1* and Shiga inhibitor 72.2*.
Screening CCCc1cc(N2CCOCC2)n2ncc(-c3ccccc3)c2n1 returned Pf growth 96h 37.8%[activator], Pf growth 48h 29.0%, HCV inhibitor inconclusive, Tb PYK inh -6.0%, LmPK inh 2.3%, CHX counter 38.6* and Shiga inhibitor 57.8*.
For COc1cc(CCC(=O)OCC(=O)Nc2ccc(C)cc2Cl)cc(OC)c1OC the results were Pf growth 96h 2.7%, Pf growth 48h -2.8%, HCV inhibitor 11.9%, Tb PYK inh -10.2%, LmPK inh 8.9%, CHX counter 15.6 and Shiga inhibitor 7.8.
`COc1ccc2nc(C)cc(Nc3cccc(C(=O)O)c3)c2c1` gave Pf growth 96h inconclusive, Pf growth 48h 30.0%, HCV inhibitor 3.8%, Tb PYK inh -6.3%, LmPK inh -5.9%, CHX counter -4.0 and Shiga inhibitor -3.9.
`COC(=O)N/N=C/c1cc(C)n(-c2cccc3ccccc23)c1C` gave Pf growth 96h 14.7µM*, Pf growth 48h 7.38µM*, HCV inhibitor -11.0%, Tb PYK inh 2.7%, LmPK inh -1.0%, CHX counter -1.9 and Shiga inhibitor 1.5.
COc1cccc(CNc2ccc(N3CCCCC3)cc2)c1OC was read as Pf growth 96h -18.2%, Pf growth 48h 0.522µM*, HCV inhibitor -12.1%, Tb PYK inh -16.3%, LmPK inh 0.8%, CHX counter 30.2* and Shiga inhibitor 34.2*.
CC(C)(C)c1ccc(S(=O)(=O)N2CCN(c3ncccn3)CC2)cc1 was read as Pf growth 96h 4.7%, Pf growth 48h inconclusive, HCV inhibitor 14.5%, Tb PYK inh -11.5%, LmPK inh 1.7%, CHX counter 0.3 and Shiga inhibitor -9.7.
O=[N+]([O-])c1ccc(Sc2ccccn2)nc1 was read as Pf growth 96h 8.28µM*, Pf growth 48h inconclusive, HCV inhibitor 6.7%, Tb PYK inh -21.7%, LmPK inh -2.2%, CHX counter 3.4 and Shiga inhibitor 31.3.
Screening Cn1c(Cn2c(=O)sc3ccccc32)nnc1SCC(=O)NCc1ccco1 returned Pf growth 96h 2.2%, Pf growth 48h -12.0%, HCV inhibitor -6.7%, Tb PYK inh 1.5%, LmPK inh 0.7%, CHX counter -3.6 and Shiga inhibitor 2.0.
`O=C(COc1ccc(-c2ccccc2)cc1)NNC(=O)Nc1ccccc1` gave Pf growth 96h inconclusive, Pf growth 48h -4.9%, HCV inhibitor 15.3% and Tb PYK inh 1.0%.
COc1ccc(C)cc1NS(=O)(=O)c1ccc2c(c1)NC(=O)C(C)S2 (configuration not stated) was read as Pf growth 96h 53.8%[activator], Pf growth 48h inconclusive, HCV inhibitor -12.6%, Tb PYK inh 2.5%, LmPK inh 4.7%, CHX counter -7.1 and Shiga inhibitor -12.9.
For CC1=Nn2c(nnc2-c2cc(-c3ccccc3)n[nH]2)SC1 the results were Pf growth 96h inconclusive, Pf growth 48h inconclusive, HCV inhibitor -23.4%, Tb PYK inh -11.7%, LmPK inh 8.5%, CHX counter 0.4 and Shiga inhibitor 13.0.
Screening O=C(NC(Cc1c[nH]c2ccccc12)C(=O)Nc1ccc(F)c([N+](=O)[O-])c1)c1cccs1 (configuration not stated) returned Pf growth 96h inconclusive, Pf growth 48h 0.0%, HCV inhibitor inconclusive, Tb PYK inh 1.0%, LmPK inh 2.8%, CHX counter -4.8 and Shiga inhibitor -14.4.
`COc1ccc(C(CNC(=O)c2cccc(NS(=O)(=O)c3ccccc3)c2)N(C)C)cc1` (configuration not stated) gave Pf growth 96h -28.0%, Pf growth 48h -12.0%, HCV inhibitor -23.8%, Tb PYK inh -1.7%, LmPK inh -0.9%, CHX counter 16.0* and Shiga inhibitor 26.6.
`CN(C)/C(=N\S(=O)(=O)c1ccccc1)c1ccc([N+](=O)[O-])cc1` gave Pf growth 96h -10.1%, Pf growth 48h 12.8%, HCV inhibitor 8.0%, Tb PYK inh 2.5%, LmPK inh -3.8%, CHX counter -2.7 and Shiga inhibitor -9.1.

2 records picked at random from the list so far:
For CC1=Nn2c(nnc2-c2cc(-c3ccccc3)n[nH]2)SC1 the results were Pf growth 96h inconclusive, Pf growth 48h inconclusive, HCV inhibitor -23.4%, Tb PYK inh -11.7%, LmPK inh 8.5%, CHX counter 0.4 and Shiga inhibitor 13.0.
`COC(=O)N/N=C/c1cc(C)n(-c2cccc3ccccc23)c1C` gave Pf growth 96h 14.7µM*, Pf growth 48h 7.38µM*, HCV inhibitor -11.0%, Tb PYK inh 2.7%, LmPK inh -1.0%, CHX counter -1.9 and Shiga inhibitor 1.5.

Screening data deposited in PubChem BioAssay by National Center for Advancing Translational Sciences (NCATS).
